From PubChem BioAssay
HTR5A ag: activates human HTR5A in OPRM1-OPRD1 agonist counter-screen. P47898. HTR5A agonist assay, luminescence, cell-based. activation, % at 9.3 µM. 340,000 tested, 0.61% active. AID 504692; in the data active = activation mostly above about 9.5%, no sharp cut-off; inactive = mostly below about 7.6%;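 also: 0% = cells with vehicle only and 100% = reference agonist; strong numbers were not always called active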
PKA-R1A activ: PKA-R1A complex activation; PKA-R1A dissociation, Cy5-IP20 fluorescence polarization; scaled: DMSO 0%, 113 µM cGMP 100%; activation, % at 11.4 µM; AID 504707; 340,000 tested, 0.083% active; P00514+P68181;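 active = percent activation above the mean of all tested compounds plus 3 SD, cut at about 19% in these data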;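 also: higher means more PKAc released from R1A so a rise in polarization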
phage Ecoli inh: E. coli growth loss with phage present | growth absorbance | AID 651602 | inhibition, % at 11.9 µM | 360,000 tested, 0.26% active; in the data active = inhibition above about 11%
DSG3 Ab inh: human desmoglein-3 autoantibody binding inhibition; P32926; DSG3-coupled beads, scFv-anti-DSG3-GFP binding, flow cytometry; stronger effect = lower value; binding (percent of control), % at 10 µM; 310,000 tested, 0.48% active; AID 588358;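 active = binding more than 3 SD below its plate's average and above zero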;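 also: hits lower antibody fragment binding to DSG3; some compounds called inactive have numbers as strong as hits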
Ecoli viability: bacterial growth inhibition, counter-screen for AddAB inhibitors; E. coli V3065 growth, OD600 absorbance, 18 h; inhibition, % at 11.9 µM; 330,000 tested, 0.27% active; AID 449728;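 active = inhibition above the campaign's mean inhibition across all tested compounds plus 3 SD, cut at about 9.9% in these data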;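 also: uninfected addAB+ strain grown without phage in ampicillin broth; 0% = DMSO wells and 100% = ciprofloxacin 0.95 µg/ml wells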
AddAB inh: less growth of phage-infected E. coli with AddAB; E. coli expressing H. pylori AddAB, absorbance growth; inhibition, % at 11.9 µM; 330,000 tested, 0.29% active; in the data active = inhibition above about 12%;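 also: 0% = vehicle wells of infected cells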
MOR-DOR inv ag: inverse agonists of human mu-delta opioid receptor heterodimerization. cell-based MOR-DOR heterodimer luminescence, inverse agonism. inhibition, % at 9.3 µM. 340,000 tested, 0.21% active. AID 504357; in the data active = inhibition above about 22%, passing the limit was not always enough;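 also: 0% = cells with DMSO and 100% = wells without cells with DMSO; values of inactives mirror those of a sister screen read the other way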
Target sequence (P35372 whole entry, looked up): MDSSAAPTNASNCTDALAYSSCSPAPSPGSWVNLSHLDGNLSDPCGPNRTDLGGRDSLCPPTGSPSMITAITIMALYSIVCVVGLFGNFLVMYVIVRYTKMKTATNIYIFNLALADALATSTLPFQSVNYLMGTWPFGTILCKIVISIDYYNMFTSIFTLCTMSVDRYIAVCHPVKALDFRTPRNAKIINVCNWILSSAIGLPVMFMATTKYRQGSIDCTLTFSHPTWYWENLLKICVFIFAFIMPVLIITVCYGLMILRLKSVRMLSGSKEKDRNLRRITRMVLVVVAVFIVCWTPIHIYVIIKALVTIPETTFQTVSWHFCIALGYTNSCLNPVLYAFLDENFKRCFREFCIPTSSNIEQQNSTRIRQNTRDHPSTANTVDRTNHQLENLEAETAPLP
Target sequence (P41143 whole entry, looked up): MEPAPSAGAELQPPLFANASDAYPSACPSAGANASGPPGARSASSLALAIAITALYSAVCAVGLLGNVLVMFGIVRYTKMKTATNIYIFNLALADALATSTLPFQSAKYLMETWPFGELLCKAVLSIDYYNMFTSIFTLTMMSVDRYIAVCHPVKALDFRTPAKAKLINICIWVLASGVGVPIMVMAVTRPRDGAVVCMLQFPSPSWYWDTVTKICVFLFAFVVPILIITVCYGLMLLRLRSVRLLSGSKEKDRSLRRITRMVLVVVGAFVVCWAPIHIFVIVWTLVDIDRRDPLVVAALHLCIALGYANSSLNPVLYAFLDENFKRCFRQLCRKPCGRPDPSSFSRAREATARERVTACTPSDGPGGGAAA
OPRM1-OPRD1 ag: agonists of human mu-delta opioid receptor heterodimerization. 340,000 tested, 0.3% active. AID 504326. cells, OPRM1-OPRD1 heterodimerization, luminescence. activation, % at 9.3 µM; in the data active = activation above about 18%;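 also: 0% = vehicle-treated cells and 100% = reference agonist; values of inactives mirror those of a sister screen read the other way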
HTR5A inv ag: HTR5A inverse agonism, opioid heterodimer counter-screen; P47898; inhibition, % at 9.3 µM; HTR5A cell line, luminescence; 340,000 tested, 0.083% active; in the data active = inhibition mostly above about 23%, no sharp cut-off; inactive = mostly below about 18%;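 also: 0% = cells with DMSO and 100% = no-cell wells with DMSO; some compounds called inactive have numbers as strong as hits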
Mot1-301 SUMO: inhibitors of SUMOylation pathway: yeast Mot1-301 growth rescue. growth rescue, % at 18.8 µM. 320,000 tested, 1% active. S. cerevisiae Mot1-301 growth rescue, ATP luminescence, 38.5C; percent above DMSO median, 100 means doubled;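 active = every valid replicate shows activation above 250% relative to neutral control wells; inactive = the rest, any valid replicate at or below 250%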;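 also: OY570 slx delta 5 strain wells were the positive control but not used for scaling; some compounds called inactive have numbers as strong as hits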
PfHsp90 set2: growth inhibition of yeast expressing Plasmodium Hsp90; 310,000 tested, 0.32% active; inhibition, % at 9.4 µM; S. cerevisiae expressing PfHsp90, BacTiter-Glo ATP, 48 h; yeast lacking PDR1 and PDR3 efflux regulators; AID 504621;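 active = every replicate shows inhibition above about 80%, whatever the replicate mean, limit read from the data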;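 also: 0% = DMSO neutral controls and 100% = 20 µM radicicol positive controls; yeast relying on Plasmodium falciparum Hsp90 in place of its own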
Starred values were filed as active, the others as inactive; / = no result given.

Below each SMILES: HTR5A ag, PKA-R1A activ, phage Ecoli inh, DSG3 Ab inh, Ecoli viability, AddAB inh, MOR-DOR inv ag, OPRM1-OPRD1 ag, HTR5A inv ag, Mot1-301 SUMO, PfHsp90 set2
- O=c1nc2s/c(=C\c3ccco3)c(=O)n2nc1Cc1ccccc1
 : 5, -9, /, 102, -0.8, 0.3, -6, 1.0, -21, 72, 109*
- COc1ccc(CNC(=O)c2nnn(Cc3ccc(OC)cc3)c2N)cc1
 : -2, 5, 3.0, 90, -1.4, 3.4, 11, -2.1, 6, -14, -33
- COc1ccc(Nc2nc(=O)[nH]nc2C)cc1
 : 5, -7, 0.5, 97, -1.1, 4.4, 9, -1.6, -13, 41, -15
- C=C(C)CCC1(C)NC(=O)N(c2ccccc2)N1 (stereo not given)
 : -6, 6, 1.2, 111, -0.3, 0.2, 8, -1.5, -6, 11, -9
- O=C(NCCC(c1ccccc1)c1ccccc1)c1ccc(Br)o1
 : -3, -2, 0.7, 103, 0.5, 2.8, 8, -1.3, -25, -18, 41
- CC(=O)/C(=N\Nc1ccccc1)Sc1nncn1C
 : -4, 3, 2.0, /, 1.0, 1.5, 10, -2.0, 12, 8, 4
- CCOC(=O)Nc1ccc(C(=O)NCC2CCCO2)cc1 (stereo not given)
 : 4, -1, 1.3, /, 2.7, 0.4, -1, 0.1, -4, -6, 13
- CCOc1cc(-c2noc(CCC(=O)NCCc3ccccc3)n2)ccc1OC
 : 0, -6, 2.1, 115, 2.4, 3.6, 1, -0.2, -1, 26, 12
- O=C(NCCOc1ccccc1)C1CCC(=O)N(CCc2ccccn2)C1 (stereo not given)
 : -2, -3, 2.6, 106, 0.2, 5.0, 5, -0.9, 7, 2, -7
- C[C@]12CCC(=O)C=C1[C@H](O)C[C@@H]1[C@@H]2[C@@H](O)C[C@@]2(C)[C@H]1CC[C@]2(O)C(=O)CO
 : 1, -1, 3.6, /, 0.5, 1.8, 14, -2.5, -4, 235, 14

Following part.
Below each SMILES: HTR5A ag, PKA-R1A activ, phage Ecoli inh, DSG3 Ab inh, Ecoli viability, AddAB inh, MOR-DOR inv ag, OPRM1-OPRD1 ag, HTR5A inv ag, Mot1-301 SUMO, PfHsp90 set2
- Fc1ccc(CNCc2ccco2)cc1
 : 2, -6, 0.1, 100, 0.8, 0.2, 0, -0.1, -6, 7, -11
- COc1ccc(Nc2oc(-c3ccccc3)nc2C#N)cc1
 : 2, -7, 0.3, 99, 2.9, 1.4, -18, 3.5, -7, -9, 12
- CCOc1cc(/C=C2\SC(=O)N(CC(=O)Nc3ccccc3F)C2=O)cc([N+](=O)[O-])c1O
 : 2, 6, 5.0, 90, 0.3, 0.4, 13, -2.5, -5, -8, -51
- C=CCN1CCN(C(=O)c2cc3c(s2)CCCC3)CC1
 : 2, -6, 1.2, 101, 1.1, -1.5, 16, -3.0, 23, -2, 13
- CN1C(=O)c2cccc(NC(=O)CCc3ccccc3)c2C1=O
 : 5, 12, 2.5, 100, 0.1, 0.2, -2, 0.3, -15, 0, 14
- CCc1ccc(NC(=O)c2cnc(SC)nc2C)cc1
 : 2, -4, 2.0, 102, /, /, 11, -2.4, -7, -14, -12
- CC(C)NC(=O)COc1ccc(S(=O)(=O)N(C)Cc2ccccc2)cc1
 : 2, 11, 0.0, 100, 0.7, 0.6, 8, -1.4, -5, 363*, -12
- CC(C)(C)c1nc2ccccc2c2nnc(SCC(=O)Nc3nccs3)n12
 : 1, -5, 2.7, 109, -0.9, 0.6, 6, -1.1, -6, -4, 6
- CCOC(=O)NC(=O)c1cn(CCNCCO)c(=O)[nH]c1=O
 : 5, 1, 0.6, 100, -2.0, 0.8, 6, -1.3, -14, -28, 0
- Cc1ccc(N(CC(=O)NCCc2ccccc2)C(=O)c2csnn2)cc1
 : 1, -14, 3.0, 110, 2.3, 2.1, 3, -0.4, -1, -3, -25

Complete entries, looked up by structure.
COc1ccc(Nc2oc(-c3ccccc3)nc2C#N)cc1 as listed: HTR5A ag = 2; PKA-R1A activ = -7; phage Ecoli inh = 0.3; DSG3 Ab inh = 99; Ecoli viability = 2.9; AddAB inh = 1.4; MOR-DOR inv ag = -18; OPRM1-OPRD1 ag = 3.5; HTR5A inv ag = -7; Mot1-301 SUMO = -9; PfHsp90 set2 = 12
CN1C(=O)c2cccc(NC(=O)CCc3ccccc3)c2C1=O as listed: HTR5A ag = 5; PKA-R1A activ = 12; phage Ecoli inh = 2.5; DSG3 Ab inh = 100; Ecoli viability = 0.1; AddAB inh = 0.2; MOR-DOR inv ag = -2; OPRM1-OPRD1 ag = 0.3; HTR5A inv ag = -15; Mot1-301 SUMO = 0; PfHsp90 set2 = 14

(continued)
Below each SMILES: HTR5A ag, PKA-R1A activ, phage Ecoli inh, DSG3 Ab inh, Ecoli viability, AddAB inh, MOR-DOR inv ag, OPRM1-OPRD1 ag, HTR5A inv ag, Mot1-301 SUMO, PfHsp90 set2
- N#C/C(=C\c1ccc(OCCN2CCOCC2)cc1)C(=O)Nc1ccccc1F
 : -5, -7, -1.9, 109, 0.3, 1.6, 18, -3.5, 12, 42, 17
- O=C(CCc1ccccc1)Nc1ccc2c(c1)C(=O)OC2
 : 0, 3, /, 99, 0.2, 0.3, 1, -0.2, 0, -17, -34
- CC(=O)N/C(=C\c1ccccc1)C(=O)OC(C)C(=O)N(C)c1ccccc1 (stereo not given)
 : 2, -5, 0.6, 100, 2.6, 0.2, 12, -1.9, 0, -2, 6
- COc1ccccc1C(=O)NC(=O)COC(=O)CCOc1ccccc1C
 : 4, 0, 4.6, 95, -0.3, -1.7, 7, -1.4, 3, -1, 33
- Cc1noc(C)c1S(=O)(=O)Nc1ccccc1OC(F)(F)F
 : 2, -6, 3.4, 114, -1.0, -0.9, 15, -2.8, -2, 8, -2
- N#Cc1nc(-c2ccco2)oc1NCCCN1CCOCC1
 : 0, 6, 1.1, 103, 0.2, 1.8, 15, -2.8, 7, -18, 4
- Cc1ccccc1OCC(=O)N/N=C1\CC(=O)CC(C)(C)C1
 : 5, -3, 1.4, /, 1.3, -2.8, 17, -3.1, -3, 0, -5
- Cc1ccc(S(=O)(=O)Nc2ccncc2)c(C)c1N(C)S(=O)(=O)c1ccc(F)cc1
 : 0, 8, 1.5, 99, 1.5, 1.4, 5, -0.9, 0, 0, -10
- O=C1OCC(c2ccccc2)=C1c1ccc(S(=O)(=O)N2CCOCC2)s1
 : 3, -7, 1.5, 102, 2.4, 0.5, -14, 2.4, -8, 93, -31
- COc1ccc(C(=O)N[C@H]2CCCCNC2=O)cc1OC1CCN(C(C)C)CC1
 : -2, -8, 0.1, 107, -1.3, 0.2, -1, 0.2, 0, 29, 13

Additional structures follow:
Below each SMILES: HTR5A ag, PKA-R1A activ, phage Ecoli inh, DSG3 Ab inh, Ecoli viability, AddAB inh, MOR-DOR inv ag, OPRM1-OPRD1 ag, HTR5A inv ag, Mot1-301 SUMO, PfHsp90 set2
- NC(=O)c1nsc(C(=O)N(Cc2ccco2)C(C(=O)NCC2CCCO2)c2ccc(O)cc2)c1N (stereo not given)
 : -2, -8, 2.3, /, -1.4, -0.5, 3, -0.4, 6, -15, -26
- COc1cc2nc(Cl)nc(N3CCCCC3)c2cc1OC
 : 2, -6, 0.3, 105, 1.0, 2.4, 1, -0.2, -16, -9, 16
- Cc1ccc(S(=O)(=O)NCC(=O)OCC(=O)Nc2ccccc2OC(F)F)cc1
 : 1, 3, 4.9, 92, -0.7, 1.3, 8, -1.4, -2, 24, -7
- CCO[C@H]1OC(C(=O)N2CCN(C)CC2)=C[C@@H](c2ccc3c(c2)OCO3)[C@@H]1CCCO
 : 11, 0, 1.3, 98, 1.6, 5.0, 13, -2.3, -2, 15, 1
- CCN(CC)S(=O)(=O)c1cccc(-c2nnc(SCCOc3ccccc3)o2)c1
 : 1, -14, 1.1, 65, -1.4, -1.0, 12, -2.3, -5, -2, -8
- COc1ccc(C(=O)NCC(=O)OCC(=O)NCc2ccc3c(c2)OCO3)cc1
 : 4, -13, 2.7, 131, -1.7, 1.2, 10, -2.0, -18, 4, 3
- COc1ccc(CCN2CC(C(=O)NCc3cc(C(C)C)no3)CCC2=O)cc1 (stereo not given)
 : 2, 6, -0.2, 110, /, /, 7, -1.3, -21, /, 0
- O=C(NNC1=NCCN1Cc1ccccc1)c1cccc(C(F)(F)F)c1
 : 3, -4, 1.5, 110, -3.4, -2.8, 1, -0.2, 27, -6, -5
- c1ccc(CCn2cccc2)nc1
 : -2, 14, 1.3, 92, /, /, -2, 0.4, 8, /, 26
- Cn1nccc1C(=O)Nc1cccc(C(F)(F)F)c1
 : -2, -10, 6.6, 97, 0.4, 0.5, -13, 1.8, 5, 1, 1

New compounds follow
Below each SMILES: HTR5A ag, PKA-R1A activ, phage Ecoli inh, DSG3 Ab inh, Ecoli viability, AddAB inh, MOR-DOR inv ag, OPRM1-OPRD1 ag, HTR5A inv ag, Mot1-301 SUMO, PfHsp90 set2
- CCc1cc(=O)oc2c(C)c(O)c(CN(C)C)cc12
 : 0, 6, 0.0, 98, -1.4, -0.5, 9, -1.8, 6, 52, /
- CCC(C)c1ccc(NC(=O)C/C(C)=N/NC(=O)c2cnccn2)cc1 (stereo not given)
 : 1, 2, 3.2, 95, -0.3, 0.2, 11, -2.0, -4, -11, -16
- CCN(CC)S(=O)(=O)c1ccc(C(=O)N2CCc3ccccc32)cc1
 : 0, -10, 2.6, 117, -0.8, -0.4, 10, -2.1, -12, -12, /
- CCCCn1c(N)c(N(CCC(C)C)C(=O)COC(=O)c2cccnc2OCC)c(=O)[nH]c1=O
 : 0, -4, 2.6, /, -1.9, 0.3, 6, -1.7, -13, /, 4
- COc1cc(/C=N/S(=O)(=O)CCc2ccccc2)ccc1O
 : 0, 5, 1.7, 73, 1.7, 1.0, 7, -1.4, 6, /, -14
- O=C(N[C@@H](Cc1ccccc1)C(=O)NC1CCCCCC1)c1ccco1
 : -6, -8, 0.8, 99, -0.9, -1.1, 0, 0.0, 0, -16, 21
- CC1CCN(c2ccc3nnc(CCC(=O)NC(C)C)n3n2)CC1
 : 4, -6, 0.1, 102, 2.3, 0.9, 15, -3.1, -14, -5, 19
- O=C(CSc1nnc(-c2ccccn2)o1)Nc1ccc(F)cc1
 : -3, -14, 5.1, 104, 5.8, 8.4, -23, 5.7, 7, -1, 4
- CC1CC(C)CN(C(=O)c2nn(C)c3c2CSc2ccccc2-3)C1 (stereo not given)
 : 9, -12, 1.0, 98, -1.3, -1.7, -17, 3.0, -29, -1, 9
- COc1ccc(C(=O)N(C)Cc2ccccn2)cc1OC1CCN(C(C)C)CC1
 : 7, -2, 1.3, 105, -0.2, -0.4, 12, -2.1, -29, -2, 10
- CCOC(=O)/C(=C\c1ccc([N+](=O)[O-])o1)NC(=O)c1ccccc1
 : 8, 3, /, 99, -3.2, 0.1, -15, 2.6, -16, 20, -27

No enrichment for hits; about 3.2% have a hit in one of these screens.
